# Assay outcomes from PubChem BioAssay.
# Growth percent in the NCI-60 one-dose screen (48 h, 10 µM unless noted): 100 = growth as untreated, 0 = no growth, -100 = all killed.
# NCI-H322M: NCI-H322M lung cancer. hit rate 2.7% among 80,000. AID 1794733
# NCI-H460: NCI-H460 lung cancer | hit rate 6.8% among 82,000 | AID 1794736
# NCI-H226: NCI-H226 lung cancer; hit rate 3.5% among 79,000
# NCI/ADR-RES: NCI/ADR-RES ovarian cells; hit rate 4.4% among 81,000
# IGROV1: IGROV1 ovarian cancer. hit rate 4.7% among 79,000. AID 1794786
# OVCAR-4: OVCAR-4 ovarian cancer cells | hit rate 3.7% among 80,000
# NCI-H522: NCI-H522 lung cancer; hit rate 8% among 78,000; AID 1794739
# NCI-H23: NCI-H23 lung cancer | hit rate 4% among 80,000
# SK-OV-3: SK-OV-3 ovarian cancer cells; hit rate 3.2% among 80,000; AID 1794785
# An asterisk follows results filed as active; x = not tested or not shown; & = joins results of further samples. How the source made its calls: active means growth percent below 10; inactive means the rest.
1. COC(=O)/C(CCC=C(C)C)=C1\[C@@H](OC(C)=O)C[C@@]2(C)[C@H]1CC(=O)N[C@H]1[C@@]3(C)CCNC(=O)[C@@H](C)[C@@H]3CC[C@@]12C
2. Cc1ccc(/C=C(\C#N)c2cc3ccccc3[nH]2)cc1
3. CN1CCN(C(=O)CSc2nnc(Cn3c(C(F)(F)F)nc4ccccc43)o2)CC1
4. CC(C)(C)c1cccc(C(=O)O)c1
5. COc1cccc(-c2cn3cc(Cl)sc3n2)c1
6. O=C(CCl)Nc1ccc2c(c1)C(=O)c1ccccc1C2=O
assay / entry,1,2,3,4,5,6
SK-OV-3,x,67.1,101.2,95.5,111.6,54.5
NCI-H23,99.2,66.0,97.3,96.2,94.7,-21.2*
NCI-H460,108.9,30.6,105.9,100.5,105.8,3.8*
NCI-H522,96.6,13.7,89.5,66.5,87.9,-68.2*
NCI/ADR-RES,106.4,16.1,102.0,101.5,102.3,14.2
NCI-H322M,98.3,87.7,104.0,94.1,72.0,83.5
IGROV1,105.2,55.3,105.4,92.7,141.9,-15.6*
NCI-H226,x,95.3,94.2,88.9,101.4,-22.6*
OVCAR-4,101.3,71.6,100.5,123.1,111.0,36.8

7. CCC(C)[C@H](NC(=O)[C@H](CC(=O)O)NC(=O)[C@@H](NC(=O)[C@@H](NC(=O)[C@H](Cc1c[nH]c2ccccc12)NC(=O)[C@H](Cc1cnc[nH]1)NC(=O)[C@@H](N)CO)C(C)(C)C)C1CCCCC1)C(=O)O (stereo partly specified)
8. COC1OC2COC(c3ccccc3)OC2C(N)C1O (stereo unspecified)
9. O=C1CC(N2C(=O)CSC2=S)C(=O)N1c1ccc(O)cc1 (stereo unspecified)
10. COc1ccc(C(=O)NC(=O)Nc2ccc3c(c2)NC(=O)/C3=C\c2[nH]c(C)c(CC(=O)O)c2C)cc1
11. COc1ccc(C(=O)Cn2c(=O)cc(C#N)c3c4cccnc4ccc32)cc1
12. Nc1ccccc1-c1nnc(CCC(=O)c2nc3ccccc3[nH]2)o1
assay / entry,7,8,9,10,11,12
SK-OV-3,95.7,99.9,99.6,99.8,82.8,90.6
NCI-H23,100.3,108.1,x,83.1,96.2,83.3
NCI-H460,109.6,102.5,117.7,95.5,101.6,87.3
NCI-H522,76.1,74.4,98.8,95.5,70.1,x
NCI/ADR-RES,99.7,110.5,105.0,89.7,93.6,96.9
NCI-H322M,97.8,101.3,97.9,96.8,108.5,83.5
IGROV1,101.7,109.2,104.1,82.7,105.0,73.7
NCI-H226,104.6,96.8,107.2,77.4,87.7,90.3
OVCAR-4,98.9,103.1,109.1,110.1,97.5,88.1

13. COc1ccc(CSc2nc3cc(OC)c(OC)cc3c(=O)n2-c2ccccc2)cc1
14. O=C1CCc2ccc(OCc3cn(Cc4cc(=O)oc5c4ccc4ccccc45)nn3)cc2N1
15. CCOC(=O)c1c(C)nc2c(c1N)/C(=C/c1ccc(OC)cc1)C(=O)N2Cc1ccccc1
16. CCOc1ccc2nc(NC(=O)CSC(=S)N3CCN(C)CC3)sc2c1
17. COc1ccc2[nH]c(O)c(/C=c3/cc4c(c(-c5ccc(F)c(OC)c5)n3)=Nc3ccccc3-4)c2c1
18. C=C(CN1CC=CCC1)[C@@H]1CC[C@]2(C(=O)O)CC[C@]3(C)[C@H](CC[C@@H]4[C@@]5(C)CC[C@H](OC(C)=O)C(C)(C)[C@@H]5CC[C@]43C)[C@@H]12
assay / entry,13,14,15,16,17,18
SK-OV-3,104.3,93.0,90.5,117.7,106.8,116.5
NCI-H23,104.5,x,59.2,105.4,61.1,97.8
NCI-H460,101.8,103.0,41.1,107.2,-21.9*,96.4
NCI-H522,105.4,73.1,66.3,x,67.0,93.1
NCI/ADR-RES,112.6,86.2,52.4,90.4,32.7,93.7
NCI-H322M,101.2,109.5,74.9,91.9,89.1,94.8
IGROV1,100.9,101.2,73.3,96.0,84.6,99.8
NCI-H226,105.4,75.6,86.1,x,90.7,99.3
OVCAR-4,106.2,100.4,51.5,90.6,6.4*,94.5

19. O=C1/C(=C/c2cccs2)SC(=S)N1C1c2ccccc2Oc2ccccc21
20. COc1cc(/C=N/c2oc(-c3ccccc3)c(-c3ccccc3)c2C#N)cc(CN2CCN(C)CC2)c1O
21. O=[N+]([O-])CC(c1ccccc1Cl)c1c[nH]c2ccccc12 (stereo unspecified)
22. COc1ccc(Cc2cc(-c3ccccc3)nn(CC(=O)c3ccccc3)c2=O)cc1OC
23. Cc1ccc(-c2csc3nc(C)c(CCNc4ccc(S(=O)(=O)N=C(N)N)cc4)c(=O)n23)cc1
24. CCC1(CC)NC(=O)c2c(c3ccc(Cl)c(Cl)c3n2C)C1C#N (stereo unspecified)
assay / entry,19,20,21,22,23,24
SK-OV-3,88.8,105.8,119.6,100.1,103.5,91.7
NCI-H23,95.1,91.8,79.5,99.9,90.9,93.0
NCI-H460,109.6,101.9,97.9,105.3,106.4,98.7
NCI-H522,72.6,95.5,52.4,85.4,99.1,86.5
NCI/ADR-RES,93.7,99.9,69.2,91.6,101.5,91.5
NCI-H322M,x,103.1,90.6,97.4,105.0,102.5
IGROV1,88.4,99.3,74.1,94.7,82.9,74.6
NCI-H226,101.7,95.9,72.4,84.3,91.7,95.6
OVCAR-4,91.9,98.8,89.6,99.4,90.9,91.8

25. Cc1ccc(OCc2ccccc2Br)cc1
26. c1ccc(-c2nc(-c3ccccc3)nc(-c3ccccc3)n2)cc1
27. FC(F)(F)c1cc(NC2=NCCN=C(Nc3cc(C(F)(F)F)cc(C(F)(F)F)c3)SS2)cc(C(F)(F)F)c1
28. Cc1ccc(-c2nc(SCC(=O)c3ccccc3)c(S(=O)(=O)c3ccccc3)[nH]2)cc1
29. COCCOC(=O)NC(=O)Nc1ccc(C(=O)c2ccc(Cl)cc2)cc1
30. COc1ccc(Cc2nnc(SCC(=O)Nc3ccc(Cl)cc3)n2Cc2ccccc2)cc1
assay / entry,25,26,27,28,29,30
SK-OV-3,93.2,111.4,79.5,98.4,27.2,84.8
NCI-H23,88.7,93.6,47.2,83.6,36.2,91.1
NCI-H460,97.4,108.1,40.0,100.6,23.3,91.1
NCI-H522,88.0,80.3,13.1,70.0,10.7,70.7
NCI/ADR-RES,98.7,97.7,59.6,87.5,18.9,85.7
NCI-H322M,89.6,107.1,90.1,99.7,57.9,85.5
IGROV1,71.0,96.4,49.7,109.9,51.3,97.1
NCI-H226,80.9,87.6,67.9,90.2,46.2,95.5
OVCAR-4,101.6,112.5,65.8,86.0,56.9,88.2

31. Cc1[nH]c(C2CC(c3cccs3)=NN2C(=O)C2CCC2)c(C)c1C(=O)NCC(F)(F)F (stereo unspecified)
32. O=C(O)C1(Nc2ccccc2)CCCC1
33. Fc1ccc2c(c1)c(-c1nc(-c3c[nH]c4ncccc34)cs1)cn2CCCN1CCCCC1
34. O=C(O)CCCCCNCCC(=O)O
35. O=c1oc(NC2CCCCC2)c(N(Cc2ccccc2)Cc2ccccc2)c2ccccc12
36. COc1cc(NC(C)CCCN)c2nc(C)ccc2c1OC (stereo unspecified)
assay / entry,31,32,33,34,35,36
SK-OV-3,98.2,96.8&109.1,94.4,105.5,108.0,107.2
NCI-H23,98.0,106.6&107.2,84.9,103.3,92.4,90.9
NCI-H460,102.1,112.6&109.7,13.0,105.6,87.2,108.8
NCI-H522,96.0,89.5&104.2,94.3,107.1,68.6,101.3
NCI/ADR-RES,99.7,109.8&105.3,74.1,102.6,86.9,100.6
NCI-H322M,98.3,136.2&115.4,80.6,113.4,115.7,96.9
IGROV1,93.9,119.7&116.6,45.7,120.9,125.7,102.7
NCI-H226,96.9,101.9&93.4,80.0,96.1,83.6,102.4
OVCAR-4,102.4,115.3&104.9,70.6,95.2,88.3,94.6

# Next section, overlapping the part above by three compounds.
34. O=C(O)CCCCCNCCC(=O)O
35. O=c1oc(NC2CCCCC2)c(N(Cc2ccccc2)Cc2ccccc2)c2ccccc12
36. COc1cc(NC(C)CCCN)c2nc(C)ccc2c1OC (stereo unspecified)
37. Cc1ccc2nc(Cl)c(-c3nc4ccccc4o3)cc2c1
38. c1ccc(C2OCC(C3OC(c4ccccc4)OC4COC(c5ccccc5)OC43)O2)cc1 (stereo unspecified)
39. Cc1cc(NS(=O)(=O)c2ccc(N=Nc3c(N)nc(N)nc3N)cc2)nc(C)n1
40. N#Cc1c(-c2cc(=O)oc3ccc(Cl)cc23)cc(-c2ccccc2)nc1N
41. N#Cc1nc(C(c2ccccc2)c2ccccc2)oc1N1CCN(c2ccc(F)cc2)CC1
42. O=C(C[n+]1cccc2ccccc21)c1ccc2ccccc2c1
assay / entry,34,35,36,37,38,39,40,41,42
SK-OV-3,105.5,108.0,107.2,103.6,98.4,112.2,81.5,93.0,95.0
NCI-H23,103.3,92.4,90.9,77.6,98.5,x,90.9,103.0,87.6
NCI-H460,105.6,87.2,108.8,106.3,101.6,110.5,98.7,102.2,90.5
NCI-H522,107.1,68.6,101.3,90.3,102.3,99.5,74.6,76.2,102.8
NCI/ADR-RES,102.6,86.9,100.6,89.4,100.5,116.0,90.2,99.9,101.0
NCI-H322M,113.4,115.7,96.9,x,93.0,x,77.2,97.1,93.2
IGROV1,120.9,125.7,102.7,79.2,104.9,115.5,85.1,110.7,78.1
NCI-H226,96.1,83.6,102.4,90.7,85.3,101.1,77.9,82.9,88.6
OVCAR-4,95.2,88.3,94.6,99.3,107.5,107.9,93.9,95.5,90.0

43. O=C(CSc1nnc(-c2cccs2)n1-c1ccccc1)Nc1ccc(C(=O)O)cc1
44. CCCCC(C)NC=O (stereo unspecified)
45. O=c1[nH]c2ccccc2c(O)c1C(c1ccc(Cl)cc1)c1c(O)c2ccccc2[nH]c1=O
46. COc1ccccc1N/N=C/c1ccc([N+](=O)[O-])cc1
47. C#Cc1ccccc1NC(=O)c1sc2nc3c(cc2c1N)CCCCCC3
48. CC(C(=O)c1c([O-])on[n+]1-c1ccccc1)n1cnnc1 (stereo unspecified)
assay / entry,43,44,45,46,47,48
SK-OV-3,119.4,105.0,86.5,112.7,36.9,103.9
NCI-H23,110.3,104.3,99.7,95.2,53.5,95.3
NCI-H460,102.6,108.2,105.6,101.7,33.4,111.0
NCI-H522,95.6,102.4,91.9,82.9,72.1,74.3
NCI/ADR-RES,107.0,105.3,108.6,100.7,67.4,99.9
NCI-H322M,104.3,93.9,105.5,101.3,82.7,89.7
IGROV1,99.9,96.0,106.3,100.9,74.5,90.5
NCI-H226,95.9,92.5,90.6,98.8,83.4,99.6
OVCAR-4,93.5,109.0,94.8,100.9,-19.0*,111.4

49. Nc1n[nH]c2cccc(C#Cc3cccc(NC(=O)c4cccc(C(F)(F)F)c4)c3)c12
50. O=[N+]([O-])c1cnc2ccccc2c1N[C@@H](CO)c1ccccc1
51. COc1cc(/C=C2\CCCC3=C2N=C2SC(C)=CN2C3c2cc(OC)c(OC)c(OC)c2)cc(OC)c1OC (stereo unspecified)
52. Cc1ccc(S(=O)(=O)N=S(C)C)cc1
53. CC(C)c1ccc(S(=O)(=O)NC2=CN3CC=CCC3CC2=O)cc1 (stereo unspecified)
54. C=C(C)[C@@H]1CC[C@]2(COC(=O)CCC(=O)NN)CC[C@]3(C)[C@H](CC[C@@H]4[C@@]5(C)CC[C@H](OC(C)=O)C(C)(C)[C@@H]5CC[C@]43C)[C@@H]12
assay / entry,49,50,51,52,53,54
SK-OV-3,46.3,97.8,19.3,95.9,102.2,112.5
NCI-H23,39.5,100.7,-30.4*,104.0,99.3,95.9
NCI-H460,40.3,105.9,1.4*,110.9,109.8,109.8
NCI-H522,41.2,91.9,-21.8*,x,70.3,100.3
NCI/ADR-RES,43.2,91.9,1.7*,107.2,114.3,99.5
NCI-H322M,46.5,104.2,x,89.4,105.2,98.4
IGROV1,-7.3*,100.3,2.9*,98.9,104.4,99.0
NCI-H226,44.0,97.7,-56.7*,99.3,101.5,98.5
OVCAR-4,44.1,92.4,39.6,106.9,101.9,110.1

55. CCCCCOc1ccc(/C=N/Nc2cc(C)nc3ccc(Br)cc23)cc1
56. CC(C)(C)OC[C@@H]1N=C(c2ccc(Br)cc2)Nc2nc3ccccn3c2C1=O
57. O=C(/C=C/c1cc2ccccc2[nH]c1=O)c1ccc2c(c1)OCO2
58. FC(F)(F)C(F)(F)c1nc2nc(Cl)c(Cl)nc2[nH]1
59. Clc1cc(Cl)c2c(c1)C=C1CCCC3=Cc4cc(Cl)cc(Cl)c4OC13O2
60. Cc1ccc(N[C@H]2[C@H]3OC(C)(C)O[C@H]3[C@@H](C3COC(C)(C)O3)O[P@]2(=O)c2ccccc2)cc1 (stereo partly specified)
assay / entry,55,56,57,58,59,60
SK-OV-3,102.2,64.3,102.3,123.1,107.8,112.7
NCI-H23,75.1,71.5,98.5,100.9,105.6,95.5
NCI-H460,-57.9*,41.3,94.4,111.6,108.4,116.3
NCI-H522,2.0*,33.4,3.2*,102.9,102.5,98.6
NCI/ADR-RES,63.6,39.7,105.3,109.8,95.2,97.9
NCI-H322M,65.1,84.8,92.0,117.9,87.7,103.5
IGROV1,-11.7*,40.7,92.5,110.8,88.2,100.9
NCI-H226,91.5,78.1,113.6,113.7,97.1,98.3
OVCAR-4,4.9*,82.3,88.0,100.2,90.7,104.7

61. COc1cccc(-c2cc(-c3cccc(Cl)c3)c(C#N)c(=O)[nH]2)c1
62. O=C(O)c1cc(S(=O)(=O)O)ccc1O
63. CN1CCC[C@H]1c1cccnc1
64. O=C(Nc1cccc([N+](=O)[O-])c1)N1CCCC1
65. CC1CN(Cc2ccccc2)C(=S)N(c2ccccc2)C1=O (stereo unspecified)
assay / entry,61,62,63,64,65
SK-OV-3,81.0,114.5,128.2,102.3,116.6
NCI-H23,86.7,96.7,105.3,101.1,100.5
NCI-H460,78.5,112.3,108.6,104.3,105.3
NCI-H522,62.2,x,x,92.3,109.7
NCI/ADR-RES,69.2,122.8,104.1,110.5,108.4
NCI-H322M,89.5,101.5,x,96.6,103.5
IGROV1,71.8,x,115.8,102.6,97.6
NCI-H226,91.4,105.1,108.4,90.1,106.3
OVCAR-4,73.0,114.6,111.8,109.6,111.1
